Mito fusion act: blocks mitochondrial division or promotes mitochondrial fusion. Potency, µM (highest dose often 46.1 µM), inactives show at the top dose growth rescue (activation), hits mostly activators. AID 485298. S. cerevisiae fusion-defective mutant growth rescue, CellTiterGlo 48 h. 320,000 compounds, 0.23% hits;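 further: potency means the concentration at half of the fitted maximal effect; % of control where 0% means no effect; nearly all actives have a fitted effect of over 45% in size; temperature-sensitive fusion mutants such as fzo1-1 at 37 °C on non-fermentable ethanol glycerol medium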
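Compounds are tested for their ability to restore growth of mitochondrial fusion-defective yeast strains at non-permissive 37C in YPEG medium over 48 hours. Viability is quantified by luciferase luminescence.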
PTAP TSG101 blk: blocks PTAP/TSG101 interaction to inhibit HIV-1 budding; Q99816; Fluorescence polarization, FITC-PTAP peptide / Tsg101 binding; Potency, µM (series often up to 115 µM), for inactives: at the highest dose activity change, negative = inhibition, actives largely listed as inhibitors; 340,000 tested, under 10 active; AID 493005; active means well fitted inhibition curve with a large enough effect in the main read-out, with a control signal flat, not every such curve was filed as active; inconclusive means small, poorly fitted or top-dose-only effect, or effect the other way, or a change in a side signal; inactive means no such curve, though single readings can be large or run the other way; further: potency means the concentration at half of the fitted maximal effect; % of control where 0% means no effect
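Compounds were pin-transferred onto Tsg101 binding domain (10 uM final) in HEPES pH 7.5 buffer, then FITC-PTAP peptide was added at 50 nM final. After 20 min at RT, polarization reported peptide displacement across a qHTS concentration series.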
ASM inhibitor: human S-ASM enzyme inhibition. Potency, µM (top dose mostly 57.5 µM), inactives show at the top dose activity change, negative = inhibition, usual class: inhibitors. placental ASM, HMU-PC fluorogenic substrate, 60 min. P17405. 340,000 compounds, 0.006% hits; further: potency means the concentration at half of the fitted maximal effect
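Fluorogenic HMU-PC substrate (9 uM final) is turned over by placental ASM in 60 min at 37 C after a 10 min compound preincubation. Reaction ended by alkaline stop (pH 10), with fluorescence read at 386/447 nm.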
Integrin act MD: activators of alpha7 integrin expression for muscular dystrophy | alpha7betagal myoblasts, beta-gal FDG fluorescence, 48 h | Potency, µM (top dose mostly 38.3 µM), inactives show top-dose activation, hits mostly activators | 350,000 compounds, 0.064% hits | AID 624291;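 further: potency means the concentration at half of the fitted maximal effect; 100% = response of the positive control SU9516; nearly all actives have a fitted effect of over 60% in size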
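alpha7betagal+/- myoblasts (passage 13, 250/well) treated 48 h at 37C with compounds at 1:260 dilution of DMSO stock. Lysed, then beta-galactosidase activity read as FDG fluorescence (ex 480/em 540) after 30 min, with pre-read for autofluorescence.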
MBNL1-CUG inh: blocks human MBNL1 binding to CUG repeat RNA. TR-FRET MBNL1-His/biotin-(CUG)12 binding, 665/545 ratio. Q9NR56. 280,000 compounds, 0.036% hits. AID 2675. Potency, µM (highest dose often 57.5 µM), for the others: top-dose activity change, negative = inhibition, hits mostly inhibitors; active means well fitted inhibition curve with a large enough effect in the signal ratio, with a control signal flat, not every such curve was filed as active; inconclusive means small, poorly fitted or top-dose-only effect, or effect the other way, or a change in a side signal; inactive means no such curve, though single readings can be large or run the other way; the % refers to the signal ratio; further: potency means the concentration at half of the fitted maximal effect; on the % scale 0 is the no-effect control and ±100 the full control effect
Target sequence (Q9NR56 whole entry, looked up): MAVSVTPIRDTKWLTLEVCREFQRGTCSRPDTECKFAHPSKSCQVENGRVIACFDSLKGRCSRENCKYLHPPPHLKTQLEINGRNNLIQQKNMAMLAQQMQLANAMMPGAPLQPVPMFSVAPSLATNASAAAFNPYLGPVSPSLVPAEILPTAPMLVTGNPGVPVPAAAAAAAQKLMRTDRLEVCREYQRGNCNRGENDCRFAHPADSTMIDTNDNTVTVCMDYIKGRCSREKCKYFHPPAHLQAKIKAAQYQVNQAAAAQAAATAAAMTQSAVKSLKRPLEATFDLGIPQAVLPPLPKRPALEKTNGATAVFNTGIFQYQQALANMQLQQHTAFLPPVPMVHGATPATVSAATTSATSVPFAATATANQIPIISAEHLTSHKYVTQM
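Compounds (final 92 nM to 58 uM) are added to His-tagged MBNL1 and biotin-(CUG)12, then terbium anti-His antibody and streptavidin-XL665 (5 nM final). After 60 min at room temperature, the 665/545 nm ratio is read.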
TCR act: activators of T cell receptors; AID 504894; 330,000 tested, under 10 active; primary human leukocytes, anti-CD3, IL-2 HTRF, 48 h; Potency, µM (highest dose often 9.22 µM), for inactives: at the highest dose activation of IL-2 secretion, hits mostly activators; further: % of control where 0% means no effect
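Activity was scored as IL-2 release from primary human leukocytes given only a TCR signal (a-CD3 beads) plus compound for 48 hr. Detection used a two-antibody HTRF format read at 665nm.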
TSHR antag: blocks TSH signaling through the human TSH receptor | TSHR-expressing cells, TSH-stimulated cAMP HTRF, 2 h; hits give low values | activity change, negative = inhibition, % at 11.5 µM | P16473 | 330,000 compounds, 0.2% hits;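 active means activity change below a set negative limit, meaning inhibition stronger than a set level, cut at about -70% in these data; inconclusive means activity change between two set negative limits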; further: on the % scale 0 is the no-effect control and ±100 the full control effect
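Antagonism was scored as loss of TSH-driven cAMP in TSHR cells, stimulated with 4nM TSH (EC80) for 2 hours at 37 deg C and detected by homogeneous HTRF competition immunoassay.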
MLL CXXC-DNA inh: blocks binding of human MLL CXXC domain to DNA. Potency, µM (top dose mostly 115 µM), inactives show at the top dose activity change, negative = inhibition, hits mostly inhibitors. MLL-CXXC / FITC-HOXA9 DNA fluorescence polarization. AID 2662. Q03164. 290,000 compounds, 0.037% hits; active means well fitted inhibition curve with a large enough effect in the polarisation, with a control signal flat, not every such curve was filed as active; inconclusive means small, poorly fitted or top-dose-only effect, or effect the other way, or a change in a side signal; inactive means no such curve, though single readings can be large or run the other way; the % refers to the polarisation; further: potency means the concentration at half of the fitted maximal effect
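Fluorescence polarization: 7 uM MLL-CXXC (stock) preincubated 5 min with compounds, then 50 nM fluorescein-HOX-A9 DNA (stock) added; 30 min ambient. Buffer 50 mM Tris-HCl pH 7.5, 50 mM NaCl, 1 mM DTT, 0.05% BSA.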
A-T KAP1 phos: potential ataxia-telangiectasia treatments restoring KAP-1 phosphorylation; […] A-T fibroblasts, KAP-1 phosphorylation AlphaLISA; neocarzinostatin DNA damage 30 min before lysis; Potency, µM (titrated, usually from 57.5 µM), inactives show top-dose activation, most hits filed as activators; 320,000 compounds, 0.19% hits; further: potency means the concentration at half of the fitted maximal effect; % of control where 0% means no effect; nearly all actives have a fitted effect of over 45% in size
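hTERT-immortalized A-T patient fibroblasts ([…]), 500 cells/well in OPTI-MEM, 1% FBS, got compounds for 60 min, then NCS for 30 min at 37C. Lysates were then assayed for phospho-KAP-1 by AlphaLISA (anti-pKAP1 donor, anti-KAP1 acceptor beads), 6 hr at 25C.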
Menin-MLL TR inh: menin-MLL binding inhibition, Texas Red mutant peptide. Potency, µM (top dose mostly 61.6 µM), without a hit: top-dose FP activity change, negative = inhibition, most hits filed as inhibitors. O00255. 270,000 compounds, 0.23% hits. Menin + Texas Red MLL mutant peptide, fluorescence polarization. AID 1768; active means well fitted inhibition curve with a large enough effect in the polarisation, with a control signal flat, not every such curve was filed as active; inconclusive means small, poorly fitted or top-dose-only effect, or effect the other way, or a change in a side signal; inactive means no such curve, though single readings can be large or run the other way; the % refers to the polarisation; further: potency means the concentration at half of the fitted maximal effect; % of control where 0% means no effect; many of its hits are not listed in these tables
Target sequence (O00255 whole entry, looked up): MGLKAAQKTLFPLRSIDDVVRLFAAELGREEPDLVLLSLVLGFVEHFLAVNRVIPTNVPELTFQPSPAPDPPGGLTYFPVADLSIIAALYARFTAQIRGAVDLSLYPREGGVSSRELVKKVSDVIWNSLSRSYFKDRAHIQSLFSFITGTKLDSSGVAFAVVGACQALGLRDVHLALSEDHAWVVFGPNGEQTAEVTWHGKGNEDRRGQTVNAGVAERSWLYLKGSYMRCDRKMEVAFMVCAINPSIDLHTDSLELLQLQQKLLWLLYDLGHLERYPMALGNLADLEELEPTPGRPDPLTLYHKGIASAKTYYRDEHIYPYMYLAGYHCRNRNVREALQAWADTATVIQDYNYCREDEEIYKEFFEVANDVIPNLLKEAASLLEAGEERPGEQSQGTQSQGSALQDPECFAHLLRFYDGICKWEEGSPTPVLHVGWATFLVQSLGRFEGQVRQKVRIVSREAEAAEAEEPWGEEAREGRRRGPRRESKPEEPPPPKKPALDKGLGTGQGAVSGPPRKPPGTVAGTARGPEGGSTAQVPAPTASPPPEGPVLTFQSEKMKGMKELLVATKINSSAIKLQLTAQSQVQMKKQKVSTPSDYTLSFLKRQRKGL
The depositor's hits bear a star; ? = inconclusive; . = not tested or not shown; [ ] = another dose, or the depositor's remark. Unless noted, the call rests on the fitted dose curve; in most records, active means well fitted curve in the direction sought with a large enough effect; inconclusive means small, poorly fitted or top-dose-only effect, or another doubt; inactive means no such curve, though single readings can be large; an effect the other way counts as inactive or inconclusive. This is a subset (hit frequency here may not be typical).

SMILES	Mito fusion act	PTAP TSG101 blk	ASM inhibitor	Integrin act MD	MBNL1-CUG inh	TCR act	TSHR antag	MLL CXXC-DNA inh	A-T KAP1 phos	Menin-MLL TR inh
COc1ccc2nc(SCCN(C)C)[nH]c2c1	6%	-7%	5%	?	-2%	0%	5	8%	7%	16%
CC(C)CN(C(=O)CN1CCN(c2ccccc2O)CC1)c1c(N)n(CC(C)C)c(=O)[nH]c1=O	-8%	-5%	10%	-2%	-2%	3%[46.1 µM]	12	2%	2%	4%
Cc1ccc(COc2ccc(Br)cc2/C=N/O)cc1	0%	-1%	-12%	2%	10%	-1%	-19	-2%	35%	-22%
CCn1c(SCC(=O)NC(=O)NC(C)(C)C)nc2ccccc21	3%	-5%	5%	5%	5%	-11%	-5	-1%	0%	-17%
COc1ccc(Cn2c(=O)[nH]c3cc(C(=O)NCCCN4CCCC4)ccc3c2=O)cc1	0%	0%	140%[activator]	-19%	0%	9%	-2	10%	0%	-3%
COc1ccc(F)cc1CN1CCN(C(=O)CCC(=O)Nc2nnc(C3CCCCC3)s2)CC1	-3%	-4%	1%	-2%	2%	-6%	5	7%	-4%	.
Cc1[nH]c2ccccc2c1C1(O)C(=O)N(Cc2ccc3c(c2)OCO3)c2ccccc21 (centres undefined)	3%	-3%	-9%	-19%	-3%	-2%	9	6%	4%	34%[activator]
COc1cc2c(cc1OC)C(c1ccc([N+](=O)[O-])cc1)NCC2 (centres undefined)	-4%	-4%	7%	-19%	?	.	2	-15%	4%	1%
Cc1ccc(CNC(=O)/C=C/c2cccs2)cc1	8%	-11%	4%	18%	4%	3%[46.1 µM]	7	6%	-11%	3%
Cc1cc(N/N=C/c2ccc(O)c(C)c2O)nc(-c2ccccc2O)n1	13%	-1%	-2%	-63%[inhibitor]	-3%	-4%[46.1 µM]	-18	-5%	-2%	?
O=C(NCCc1nc2ccccc2[nH]1)c1ccco1	0%	-8%	4%	10%	4%	3%	-12	-8%	-3%	6%
Cc1ccc(C)c(N2CCN(C(=O)C3CCCCN3S(=O)(=O)c3ccc(F)cc3)CC2)c1 (centres undefined)	-4%	1%	-2%	-36%	2%	1%	-50	-4%	-1%	-11%
CCOC(=O)c1cnn(-c2nc(-c3ccccc3)cs2)c1C(F)(F)F	-6%	-1%	-1%	0%	6%	0%	-6	-1%	10%	44%[activator]
CC(=O)c1cn(CCOc2ccccc2C)c2ccccc12	8%	-4%	-14%	-56%[inhibitor]	-5%	0%	-43	5%	-3%	-11%
NNC(=S)Nc1ccccc1Cl	5%	0%	-1%	-19%	-4%	-1%	0	-27%	2%	8%
CC(=O)Nc1cccc(NC(=O)CSc2nnc3ccc(-c4ccncc4)nn23)c1	-2%	-3%	1%	12%	.	0%	-4	.	8%	.
COc1ccc(CN(C)C(=O)CCc2ccc(S(=O)(=O)N3CCCCCC3)cc2)c(OC)c1	6%	-4%	4%	-20%	.	4%	-13	.	-6%	.
CCOC(=O)c1cccc(NC(=O)CCc2nc(-c3ccccc3F)no2)c1	-2%	-5%	-6%	-28%	-2%	-4%	-15	2%	10%	11%
CCN1C(=O)[C@H]2[C@H]3CN=C(SCc4ccccc4)N3[C@@](C)(C(=O)OC)[C@H]2C1=O	.	3%	9%	3%	.	-3%[46.1 µM]	13	.	5%	.
Cc1ccc([N+](=O)[O-])c(OCCn2cnc3ccccc32)c1	2%	0%	2%	4%	14%	1%	-3	3%	2%	2%
NC(=O)c1ccc(NC(=O)COC(=O)CNC(=O)c2sc3ccccc3c2Cl)cc1	-4%	-1%	-6%	0%	.	-1%	9	.	-2%	.
CS(=O)(=O)N(CC(=O)NCc1ccco1)Cc1ccc(Cl)cc1	0%	-8%	2%	-22%	4%	6%	17	-7%	-2%	-16%
CCOc1ccc(CCNC(=O)COC(=O)Cn2cnc3ccccc3c2=O)cc1OCC	-7%	0%	-2%	15%	-4%	4%	-6	1%	-1%	-4%
Cc1ccc(/C=N\NC(=O)CCc2n[nH]c(=O)[nH]c2=O)o1	-3%	-4%	5%	40%	?	-3%	4	14%	0%	1%
CCOc1cc(/C=N/Nc2nc(=O)[nH]nc2C)ccc1O	-7%	1%	-2%	15%	?	8%	-14	19%	-2%	-7%
O=C(NC[C@@H]1CC[C@@H](Cc2ccc(-c3ccccc3)cc2)O1)Nc1ccc(Br)cc1	.	0%	-5%	0%	.	1%[46.1 µM]	-18	.	9%	.
COc1ccccc1C1CC(c2ccc(NS(C)(=O)=O)cc2)=NN1C(=O)c1ccccc1 (centres undefined)	28%	-1%	-7%	-8%	8%	-6%	23	3%	3%	1%
COc1cc(NC(=O)COC(=O)c2ccc(C)c(S(=O)(=O)N3CCCCC3)c2)c(C)cc1[N+](=O)[O-]	-6%	0%	-8%	18%	.	-3%[46.1 µM]	-9	11%	1%	-11%
Cc1cc(NC(=O)COC(=O)c2c(C)noc2C)ccc1Br	-5%	-3%	-3%	-12%	-9%	.	-7	13%	0%	49%[activator]
O=C(NC(=O)c1ccc(Cl)c(Cl)c1)OC1CCS(=O)(=O)C1 (centres undefined)	0%	-8%	1%	8%	0%	2%	3	6%	3%	8%
CC(C)NC(=O)COC(=O)/C=C/c1ccco1	-3%	-1%	3%	-20%	.	8%[46.1 µM]	23	13%	-2%	-13%
CCOC(=O)c1[nH]c(C)c(C(=O)N2CCN(c3ccc(OC)cc3)CC2)c1C	1%	0%	-2%	3%	2%	-3%	-3	17%	1%	?
Cc1ccc(NC(=S)NC(=O)c2ccc(-c3ccc(Cl)cc3)o2)c(O)c1	-1%	-6%	-2%	-50%[inhibitor]	-1%	3%[46.1 µM]	5	-4%	-17%	11%
COC(=O)C1=C(C)N=C2SCCC(=O)N2C1/C=C/c1ccccc1 (centres undefined)	3%	-4%	-4%	8%	17%	-2%	8	-12%	14%	7%
CCCc1nnc(NC(=O)CCCC(=O)O)s1	0%	-3%	0%	34%	11%	-6%[46.1 µM]	9	-1%	-4%	2%
CN(CC(=O)Nc1ccccc1Sc1ccccc1)Cc1nc2ccccc2c(=O)[nH]1	-9%	1%	-2%	-16%	-4%	-3%	1	1%	4%	-7%
O=C(/C=C/c1ccccc1)Nc1ccc(Cl)cn1	3%	-1%	-2%	-38%	5%	1%	-5	4%	-4%	-10%
O=C(c1ccco1)N1CCN(C(=O)C2CC(=O)N(c3ccc(Cl)cc3)C2)CC1 (centres undefined)	9%	-10%	3%	-43%	-9%	-15%	7	5%	3%	0%
Cc1ccc(-c2nn(CCC(=O)O)cc2/C=C\C(=O)c2ccc(Br)cc2)cc1	-6%	4%	-4%	-57%[inhibitor]	-4%	-3%	-12	17%	12%	?
Cc1cccc(C2c3[nH]c4ccccc4c3CCN2C(=O)Cc2nc(-c3ccccc3)n[nH]2)n1 (centres undefined)	6%	-8%	-17%	1%	6%	-5%	4	-13%	-1%	-5%
CC(OC(=O)C1=COCCO1)C(=O)Nc1cc(S(=O)(=O)N2CCCCC2)ccc1Cl (centres undefined)	-1%	-4%	1%	1%	.	0%	-17	31%[activator]	9%	-10%
CCSc1nnc(NC(=O)[C@@H](NC(=O)c2ccccc2)C(C)C)s1	0%	-11%	1%	-2%	.	-4%	-5	3%	-3%	3%
CC1CCN(c2ccccc2NC(=O)c2ccc(F)cc2)CC1	?	6%	-9%	-2%	-3%	-2%	-25	0%	5%	0%
COc1cccc(CNC(=O)c2ccccc2N)c1	1%	-1%	14%	8%	-10%	-1%	-4	2%	-3%	-28%
CC(C)CNc1nc(Oc2ccc(=O)[nH]n2)nc(N2CCOCC2)n1	-7%	-1%	-6%	2%	-7%	-8%	22	-5%	7%	-10%
Cn1c(C(=O)Nc2ccc(Cl)cc2)cc2cc(Cl)ccc21	0%	-1%	-4%	11%	225%[activator]	-8%	-5	6%	3%	-29%
O=C(CN(C(=O)CCC(=O)Nc1nccs1)c1ccc(F)cc1)NCc1ccc2c(c1)OCO2	-3%	-4%	-2%	-27%	-8%	-3%	22	-5%	2%	0%
CCOC(=O)N1CCN(C(=O)Cn2ncn3nc(-c4cccs4)cc3c2=O)CC1	-4%	1%	1%	4%	5%	-6%	15	1%	12%	3%
COc1cccc(Nc2nc3ccccc3nc2NS(=O)(=O)c2cccs2)c1	-2%	-5%	64%[activator]	44%	-2%	13%	?	?	-5%	?

High-throughput results deposited in PubChem BioAssay by National Center for Advancing Translational Sciences (NCATS).
